HePTP inhibitor – blocks human HePTP tyrosine phosphatase. P35236. recombinant HePTP phosphatase activity, OD absorbance. inhibition, % at 20 µM. actives 0.64% (n = 110,000). AID 521; in the data active = inhibition above about 50%;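 note: plate controls were vehicle for no effect and reference inhibitor for full effect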
Target sequence (P35236 whole entry, looked up): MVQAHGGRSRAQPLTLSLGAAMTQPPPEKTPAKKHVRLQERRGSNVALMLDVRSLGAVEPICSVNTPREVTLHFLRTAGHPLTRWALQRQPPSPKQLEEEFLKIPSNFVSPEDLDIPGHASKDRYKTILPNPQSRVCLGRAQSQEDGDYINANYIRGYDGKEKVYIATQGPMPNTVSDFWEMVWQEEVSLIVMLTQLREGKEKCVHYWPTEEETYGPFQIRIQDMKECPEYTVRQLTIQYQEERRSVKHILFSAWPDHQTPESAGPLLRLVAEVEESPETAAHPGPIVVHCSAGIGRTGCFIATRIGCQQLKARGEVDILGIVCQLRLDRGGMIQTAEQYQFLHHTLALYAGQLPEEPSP
BAP1 inh – blocks human BAP1 ubiquitin-AMC hydrolysis; Q92560; recombinant BAP1, Ub-AMC hydrolysis fluorescence kinetic; active compounds read low; activity remaining (% of control), % at 20 µM; actives 0.48% (n = 72,000); AID 436;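 active = activity remaining at or below 50% of control, provided the compound also passes the data quality filters; inactive = the rest, including low values that fail the filters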;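 note: 100% = DMSO wells rate and 0% = substrate alone blank rate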
Target sequence (Q92560 whole entry, looked up): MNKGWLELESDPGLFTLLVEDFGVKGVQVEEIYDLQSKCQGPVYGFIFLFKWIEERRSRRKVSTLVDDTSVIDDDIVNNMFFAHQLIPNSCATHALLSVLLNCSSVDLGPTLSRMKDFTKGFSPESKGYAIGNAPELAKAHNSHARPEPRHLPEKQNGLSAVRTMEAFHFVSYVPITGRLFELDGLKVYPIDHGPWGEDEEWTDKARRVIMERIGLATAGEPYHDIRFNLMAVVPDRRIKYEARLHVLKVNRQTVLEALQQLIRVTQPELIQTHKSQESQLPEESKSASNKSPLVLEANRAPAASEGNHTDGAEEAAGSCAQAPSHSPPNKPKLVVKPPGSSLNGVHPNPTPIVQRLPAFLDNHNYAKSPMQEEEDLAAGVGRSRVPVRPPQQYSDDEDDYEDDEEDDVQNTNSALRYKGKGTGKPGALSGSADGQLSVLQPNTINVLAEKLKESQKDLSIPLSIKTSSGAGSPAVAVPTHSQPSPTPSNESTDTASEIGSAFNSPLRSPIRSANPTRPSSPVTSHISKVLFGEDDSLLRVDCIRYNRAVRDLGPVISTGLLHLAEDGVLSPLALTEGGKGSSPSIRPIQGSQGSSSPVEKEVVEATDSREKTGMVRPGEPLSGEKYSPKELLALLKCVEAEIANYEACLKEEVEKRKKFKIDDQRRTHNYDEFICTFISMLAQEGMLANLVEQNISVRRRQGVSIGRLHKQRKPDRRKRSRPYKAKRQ
Active calls of the source: *; . = no result given; & = joins results of further samples.

SMILES	HePTP inhibitor	BAP1 inh
CCn1c(SCC(=O)c2c(N)n(C)c(=O)n(C)c2=O)nc2sc(C)c(C)c2c1=O	10.8	102.6
O=C1CSC(=O)N1CNc1ccccn1	-6.6	.
CCOC(=O)N1CCN(C(=O)CSc2ccc(Cl)cc2)CC1	3.8	95.3
COc1ccc(C2C(C(C)=O)=C(O)C(=O)N2c2nc3ccccc3s2)cc1OC (configuration not stated)	-4.1	.
COc1ccc(N(CC(=O)N2CCCC2)S(C)(=O)=O)cc1Cl	-7.7	.
O=C(Nc1cccc(Cl)c1)Nc1nnc(COc2ccc(Br)cc2)s1	8.3	.
COc1ccc([N+](=O)[O-])cc1N=Cc1c[nH]c2ccccc12	1.9	.
CC1CCN(c2nc3c(c(=O)n(C)c(=O)n3C)n2CCSc2nc3ccccc3o2)CC1	.	99.0
COc1ccc(S(=O)(=O)NC2CCSC2=O)cc1 (configuration not stated)	-3.7	.
NC(=O)CN1CCN(C(=O)NC2CCCCC2)CC1	3.3	94.3
Cn1cnnc1SC(C(=O)c1ccccc1)c1ccccc1 (configuration not stated)	0.5	112.6
Cc1ccc(Nc2cc(-n3cccn3)ncn2)cc1	-3.5	.
O=C(NC(c1ccccc1)c1ccccc1)C1CC1c1ccccc1 (configuration not stated)	-2.6	.
COc1ccc2c(c1)C1C=CCC1C(c1cccc([N+](=O)[O-])c1)N2 (configuration not stated)	-2.6	.
CCOC(=O)Cc1csc(SCC(=O)N2CCN(c3ccc(OC)cc3)CC2)n1	11.6	103.2
COC(=O)c1ccc2c(=O)[nH]c(CN3c4ccccc4CC3C)nc2c1 (configuration not stated)	6.7	.
COc1ccc(-n2nc3cc(C)c(NC(=O)COc4ccc(Br)cc4)cc3n2)cc1	2.2	.
COC(=O)c1cc(-c2ccccc2)n(CC(=O)O)c1C	8.6	107.9
O=C(OCC(=O)N1CCN(C(=O)COC(=O)c2ccncc2)CC1)c1ccncc1	2.7	107.1
O=C(Nc1nc2ccccc2s1)C1CC(=O)N(c2ccccc2Cl)C1 (configuration not stated)	.	203.7
Cc1csc(SCC(=O)NCc2cccs2)n1	9.3	138.7
CCOC(=O)c1ccccc1NC(=O)c1cccc2c1C(=O)N(C1CCN(C(=O)OCC)CC1)C2	-1.3	95.7
O=C1c2ccc(Oc3ccc([N+](=O)[O-])cc3)cc2C(=O)N1c1cccnc1	1.6	.
COC(=O)c1ccc(NC(=O)C2c3ccccc3Oc3ccccc32)cc1	2.8	.
NC(=O)c1ccc(NC(=O)COc2ccc(Cl)cc2Br)cc1	1.8	.
Cc1cc(N2CCOCC2)nc(SCC(=O)c2ccc(Cl)cc2)n1	-14.0	102.0
CC(=O)c1cccc(NC(=O)c2oc(C)nc2C)c1	6.4	99.6
O=C(c1nn2c(c1Cl)NC(c1ccccc1)CC2C(F)(F)F)N1CCN(c2ccc(F)cc2)CC1 (configuration not stated)	-8.5	.
COC(=O)CCN1C(=O)/C(=C\c2ccc(F)cc2)SC1=S	0.2	.
O=C1NC(=O)N(c2ccccc2)C(=O)/C1=C/c1cc2c(cc1Cl)OCO2	-1.8	.
CC1=CC(C)(C)Nc2ccc(OC(=O)c3cccnc3)cc21	0.0	100.3
CCOC(=O)Cn1c(=N)n(Cc2ccccc2F)c2ccccc21	-2.0	87.8
O=C1CC(N2CCN(c3nc4ccccc4s3)CC2)C(=O)N1Cc1cccs1 (configuration not stated)	11.3	120.2
O=C(NC(=S)NCc1cccnc1)c1cccs1	6.4	.
NC(=O)CCS(=O)(=O)c1ccccc1	0.4&-3.7	91.5
CC(=O)C1=C(O)C(=O)N(Cc2ccco2)C1c1ccc2c(c1)OCO2 (configuration not stated)	1.4	70.0
O=C1c2cccc3cccc(c23)C(=O)N1/N=C/c1ccccc1	-12.3	.
O=C(COC(=O)C1CCCN1S(=O)(=O)c1ccc(Cl)cc1)Nc1ccc2c(c1)OCO2 (configuration not stated)	15.7	78.3
COc1ccc(-c2csc(NC(=O)c3cccnc3)n2)cc1Br	.	91.7
Cc1ccc(N2C(=O)CC(Cn3nc(C)cc3C)C2=O)cc1 (configuration not stated)	9.2	.
Cc1nc2ccccc2c(=O)n1N(c1ccccc1)c1ccccc1	7.4	.
COc1ccc(S(=O)(=O)N2CCN(Cc3ccccc3F)CC2)cc1	-5.7	.
O=C(O)c1ccc(-c2ccccc2C(F)(F)F)o1	4.9	101.6
NC(=O)CSc1nc(-c2ccccc2Cl)ns1	4.8	88.7
c1ccc(-c2[nH]ncc2-c2nc3ccccc3[nH]2)cc1	-6.2	96.7
CSc1ccccc1NC(=O)c1noc2c1CCC2	17.0	89.7
Cc1nc2ccccc2c(=O)n1NC(=O)c1c(O)c2ccccc2n(C)c1=O	-5.3	93.6
COCCOC(=O)c1ccc(NS(=O)(=O)c2ccc(Cl)cc2)cc1	6.5	.
O=C(CSc1nc2ccccc2c(=O)[nH]1)N1CCCCCC1	7.6	102.9
CCC(C)n1cnc2c(c1=O)c1nc3ccccc3nc1n2Cc1ccc2c(c1)OCO2 (configuration not stated)	7.3	.
CCc1ccccc1NC(=O)CSc1nnc([C@@H]2CCCN2C(=O)OC(C)(C)C)o1	1.5	92.1
CCNC(=O)NC(=O)COc1ccccc1C#N	3.7	89.3
Cc1csc(=N)n1-c1ccc(Cl)cc1	-0.5	.
O=C(Nc1ccc(NC(=O)c2cc3ccccc3o2)cc1Br)c1ccccc1	-5.5	.
CCc1nc2ccccc2n1Cc1ccc([N+](=O)[O-])cc1	8.5	.
Cc1cc(NC(=O)c2cc(-c3cccs3)on2)no1	-7.1	100.9
COC(=O)c1cccc(-c2ccc(C=C3C(=O)N(C)C(=O)N(C)C3=O)o2)c1	2.0	.
COC(=O)c1cc(NC(=O)CSc2nc(C)cc(=O)[nH]2)cc(C(=O)OC)c1	7.8	53.8
COc1ccc2nc(NC(=O)CSc3nnc(-c4ccoc4C)n3C)sc2c1	13.0	97.8
Cc1cc(C)nc(S(=O)CC(O)COc2ccccc2)n1 (configuration not stated)	3.2	.

At a glance, some entries already given:
SMILES	HePTP inhibitor	BAP1 inh
CCn1c(SCC(=O)c2c(N)n(C)c(=O)n(C)c2=O)nc2sc(C)c(C)c2c1=O	10.8	102.6
O=C1CSC(=O)N1CNc1ccccn1	-6.6	.
CCOC(=O)N1CCN(C(=O)CSc2ccc(Cl)cc2)CC1	3.8	95.3
COc1ccc(C2C(C(C)=O)=C(O)C(=O)N2c2nc3ccccc3s2)cc1OC (configuration not stated)	-4.1	.
COc1ccc(N(CC(=O)N2CCCC2)S(C)(=O)=O)cc1Cl	-7.7	.

Back to the main list, repeating the 6 entries before the break.
SMILES	HePTP inhibitor	BAP1 inh
CCc1nc2ccccc2n1Cc1ccc([N+](=O)[O-])cc1	8.5	.
Cc1cc(NC(=O)c2cc(-c3cccs3)on2)no1	-7.1	100.9
COC(=O)c1cccc(-c2ccc(C=C3C(=O)N(C)C(=O)N(C)C3=O)o2)c1	2.0	.
COC(=O)c1cc(NC(=O)CSc2nc(C)cc(=O)[nH]2)cc(C(=O)OC)c1	7.8	53.8
COc1ccc2nc(NC(=O)CSc3nnc(-c4ccoc4C)n3C)sc2c1	13.0	97.8
Cc1cc(C)nc(S(=O)CC(O)COc2ccccc2)n1 (configuration not stated)	3.2	.
COc1cccc2cc(C(N)=O)c(=Nc3ccccc3)oc12	.	74.3
CCN(CC)S(=O)(=O)c1ccc(C(=O)Nc2nc3c(s2)CC(C)CC3)cc1 (configuration not stated)	.	60.5
O=C(Nc1ccc(NC(=O)c2cccs2)cn1)c1ccco1	-2.2	105.6
O=[n+]1cc(-c2ccc(F)cc2)n([O-])c2c1CCC2	6.6	93.5
O=S(Cc1ccccc1)CC(O)COc1ccccc1 (configuration not stated)	-11.2	.
Cc1ccc(S(=O)(=O)Nc2ccc3ncccc3c2)cc1	7.1	106.7
Cc1noc(C)c1C(=O)OCC(=O)c1cc(C)n(Cc2ccccc2Cl)c1C	8.0	.
O=C1/C(=C\c2ccc3c(c2)OCO3)N=C(c2ccccc2)N1c1ccc(O)cc1	4.4	.
O=C(O)CCC(=O)Nc1cccc(-c2nc3cc4ccccc4cc3[nH]2)c1	-13.6	.
O=C(Nc1nc(-c2ccc(F)cc2)cs1)c1cccs1	0.3	.
C=CCn1cc(C(=O)NCC2CCCO2)c(=O)c2cc(S(=O)(=O)N3CCCCCC3)ccc21 (configuration not stated)	0.3	96.4
CC(=O)c1ccc(NC(=O)c2ccn[nH]2)cc1	10.6	105.0
COc1ccc2oc(=O)c(NC(=O)c3ccccc3)cc2c1	4.9	.
CC(C)Nc1nc(NC(C)C)nc(N(C)n2cnnc2)n1	0.8	147.7
Nc1nnc(CCCCc2cccs2)o1	7.4	102.9
O=C(CCNc1n[nH]c(=O)[nH]c1=O)N/N=C/c1ccc(Cl)cc1	-7.5	.
Cn1c2ccccc2n2ncnc12	.	130.5
CC(=O)c1cccc(N2C(=O)c3ccc(C(=O)c4ccc5c(c4)C(=O)N(c4cccc(C(C)=O)c4)C5=O)cc3C2=O)c1	-3.1	.
CC1(C)c2ssc(=S)c2-c2ccccc2N1C(=O)CSc1nnc(N)s1	8.9	.
COC(=O)CNC(=O)c1ccc(NC(C)=O)cc1	4.9	.
O=C(Nc1ccccc1C(=O)O)c1cccc(NC(=O)c2ccc(Br)o2)c1	5.3	.
CC1(C)CC(=O)C2=C(C1)Nc1ccc3ccccc3c1C2c1cccc([N+](=O)[O-])c1 (configuration not stated)	7.2	.
O=c1c2[nH]c3ccc(F)cc3c2ncn1C1CCCCC1	4.1	91.6
CC1(C)C/C(=C(/C#N)C(N)=O)CCO1	-3.7	122.5
COc1ccc(NC(=O)Cc2nnc(SCC(=O)Nc3cc(C)ccc3OC)n2C)cc1	15.8	135.1
COc1ccccc1CC(=O)Nc1cccc(Cl)c1C	-1.8	.
Cc1cc(NC(=O)CSc2nnc(COc3cccc(C)c3C)n2C)no1	-3.8	108.6
CCOC(=O)c1csc(NC(=O)c2ccc(S(=O)(=O)N(CC)CC)cc2)n1	.	55.4
NC(=O)c1c(NC(=O)c2ccc(Br)o2)sc2c1CCCCC2	13.3	.
Cc1ccc(NC(=O)Cn2nc(C)c3ccccc3c2=O)c(C)c1	7.3	97.0
CCN1CCN(c2c(Cl)cccc2NC(=O)c2ccco2)CC1	2.4	100.7
COc1cccc(/C=N/n2c(SC)nnc2-c2ccccc2)c1OC	-0.4	103.3
CC(C)(C#CC(O)(c1ccccc1)c1ccccc1)N1CCCC1	-6.7	.
CCOc1ccc(C2/C(=C(/O)c3ccc(F)cc3)C(=O)C(=O)N2CCCN(C)C)cc1 (configuration not stated)	2.1	87.1
Cn1c(=O)c(NCCO)c2c3c(cccc31)C(=O)c1ccccc1-2	8.8	93.8
CN1CCc2c(sc3c2C(=O)NC(c2ccc(-c4ccccc4[N+](=O)[O-])o2)N3)C1 (configuration not stated)	-16.7	.
COCCn1c(SCC(=O)Nc2ncc(C)s2)nc2sc3c(c2c1=O)CCC3	6.5	101.0
CN(C)CCCN1C(=O)CSC1c1ccc(Cl)cc1 (configuration not stated)	9.4	.
O=C1S/C(=C/c2ccc(-c3cccc([N+](=O)[O-])c3)o2)C(=O)N1c1ccccc1	-11.4	.
COC(=O)CCc1c(C)nn(-c2ccccc2)c1C	-3.0	103.8
C=CCn1c(N(C)C)nc2c1c(=O)[nH]c(=O)n2C	6.6	93.4
CCc1[nH]nc2c1C(C(C)C)C(C#N)=C(N)O2 (configuration not stated)	-7.4	105.5
CN(C(=O)C1CCCO1)c1nnc(-c2cnccn2)s1 (configuration not stated)	10.1	94.3
O=C(Nc1ccc(Cl)cc1)NC1CCCC1Cc1ccco1 (configuration not stated)	3.5	85.4
CN(C)Cc1c(O)ccc2c(=O)c(-c3ccc(Cl)cc3)coc12	-0.7	.
COc1ccc(NC(=O)CSc2nnc(Cn3c(=O)sc4ccccc43)n2C)cc1OC	0.9	89.7
Cc1ccc(/C=C2\SC(=Nc3cccc(Cl)c3C)NC2=O)cc1[N+](=O)[O-]	9.2	.
Cc1cc(C)nc(NC2=NCCN2C(=O)NC2CCCCC2)n1	2.2	112.5
COc1ccc(NC2CC(O)C(CO)O2)c([N+](=O)[O-])c1 (configuration not stated)	4.1	.
CC1(C(=O)O)CCC(C(=O)Nc2cccc(F)c2)C1(C)C (configuration not stated)	-16.0	.
COc1ccc(CN=CC2=C(O)CC(C)(C)CC2=O)cc1	10.0	103.2
Cc1ccc(OC(=O)C23CC4CC(CC(C4)C2)C3)c(C)n1	5.4	.
O=C1CC(c2cc([N+](=O)[O-])ccc2Cl)c2cc(Br)c3ccccc3c2N1 (configuration not stated)	-13.1	.
Cc1cc2ccccc2nc1SCC(=O)N1CCCC1	5.9	99.5
O=C(O)CCS(=O)(=O)c1cccc2cccnc12	-4.0	126.3
Cc1cnc(NC(=O)C2=C(O)c3ccccc3S(=O)(=O)N2C)s1	9.6	117.6&79.2
CC(C)C(OC(=O)c1cc2sccc2n1C)C(=O)NCC1CCCO1 (configuration not stated)	-8.8	94.7
COc1ccc(N(CC(=O)Nc2cc(C)ccc2C)S(=O)(=O)c2ccc(C)cc2)cc1	-22.5	.
COc1cc(C2CC(=O)NC(SCc3ccccc3)=C2C#N)ccc1O (configuration not stated)	-0.4	.
N#Cc1c(NC(=O)c2ccc(S(=O)(=O)c3ccccc3)cc2)sc2c1CCCC2	3.6	.

(next part)
SMILES	HePTP inhibitor	BAP1 inh
O=C(O)C(Cc1c[nH]c2ccccc12)NS(=O)(=O)c1ccc([N+](=O)[O-])cc1 (configuration not stated)	-6.5	.
COC(=O)c1c(NC(=O)c2ccco2)sc(C(=O)N2CCCC2)c1C	-10.6	98.5
Cc1onc(-c2ccccc2)c1C(=O)NCCc1c[nH]c2ccccc12	2.9	98.0
CC1(C)OC(=O)CC1C(=O)NCc1ccccc1 (configuration not stated)	-5.0&5.0	134.1
COc1ccccc1-n1cnc2cc(Nc3nnc(C)c4ccccc34)ccc21	8.6	.
CC(C)CC(=O)Nc1ccc(F)c(Cl)c1	-1.4	96.3
O=C(c1ccccc1)c1ccc(OC(=O)N2CCCC2)cc1	-2.0	129.3
